GSK3 alpha inh – blockers of GSK3A enzyme activity – biochemical, luminescence, cell-free homogeneous, HTS, primary screen | AID 2650, 2010 | Glycogen synthase kinase-3 alpha (Homo sapiens), P49840 | inhibition, % at 10 µM | GSK-3 alpha kinase, ADP-Glo luminescence, 60 min | 0.1% of 320,000 active;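 in the data active = inhibition above about 50%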;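 also: GST-tagged GSK-3 alpha with peptide substrate and 25 µM ATP; 0% = DMSO neutral wells and 100% = GW8510 positive control wells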
Target sequence (P49840 whole entry, looked up): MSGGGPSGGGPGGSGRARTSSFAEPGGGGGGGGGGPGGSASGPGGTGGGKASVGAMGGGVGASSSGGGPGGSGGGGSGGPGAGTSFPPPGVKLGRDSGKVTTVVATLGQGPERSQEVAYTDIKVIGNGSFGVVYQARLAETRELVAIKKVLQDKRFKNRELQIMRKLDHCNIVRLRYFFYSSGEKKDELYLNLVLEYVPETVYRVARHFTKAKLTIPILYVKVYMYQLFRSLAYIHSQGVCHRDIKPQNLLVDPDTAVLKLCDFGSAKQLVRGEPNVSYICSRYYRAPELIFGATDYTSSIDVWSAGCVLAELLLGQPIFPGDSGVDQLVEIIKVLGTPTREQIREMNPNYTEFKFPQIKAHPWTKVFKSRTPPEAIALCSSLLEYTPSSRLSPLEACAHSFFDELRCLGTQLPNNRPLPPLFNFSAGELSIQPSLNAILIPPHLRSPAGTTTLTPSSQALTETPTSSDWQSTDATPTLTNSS
HSF-1 act – HSF-1 activators, primary screen, NIH3T3-HGL cells, MG132 stress, luminescence, single point | NIH3T3-HGL HSF-1 luciferase reporter, 8 h; 100% = twice DMSO control signal | activation, % at 9 µM | 1.7% of 300,000 active;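 active = mean replicate activation of at least 50% with a set share of replicates each reaching 50%; inconclusive = only one of those two conditions met; inactive = mean below 50% and too few replicates reaching it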;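 also: 0% = median of the neutral control wells and 100% = twice that signal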
HSP90 inh – HSP90 inhibitors, primary screen, cell lysate, luminescence. inhibition, % at 5.6 µM. Rabbit reticulocyte lysate, luciferase refolding luminescence, 3 h. 0.91% of 290,000 active;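 active = inhibition above the screen-wide mean plus 3 SD, computed separately per campaign, cut at about 16% in these data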;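 also: 0% = DMSO wells and 100% = 60 µM geldanamycin wells; inhibitors lower the luminescence because luciferase stays unfolded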
KLF5 inhibitor – KLF5 expression inhibitors, primary screen, DLD-1 cells, luminescence | inhibition, % at 5 µM | DLD-1 KLF5 promoter-luciferase reporter | 0.23% of 290,000 active | AID 1700, 2009;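 active = inhibition above a per-plate limit of that plate's mean compound inhibition plus 3 SD, cut at about 60% in these data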;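 also: 0% = DMSO wells and 100% = LY294002 at 200 µM; higher means less KLF5 promoter-driven luciferase light; inactives centre near -14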
GSK3beta inhib – human GSK3beta kinase inhibitors, primary screen, biochemical, cell-free homogeneous, HTS | activity score (negative = inhibition), % at 10 µM | GST-GSK3beta kinase, ADP-Glo luminescence, 60 min; active compounds read low | 0.038% of 300,000 active | AID 2097, 2009 | Glycogen synthase kinase-3 beta (Homo sapiens), P49841;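 active = more than half of replicate wells score below -50%, meaning over 50% inhibition versus plate controls; inconclusive = some replicates but at most half score below -50%; inactive = no replicate scores below -50%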;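 also: 0% = median DMSO wells and -100% = median GW8510 positive control wells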
Target sequence (P49841 whole entry, looked up): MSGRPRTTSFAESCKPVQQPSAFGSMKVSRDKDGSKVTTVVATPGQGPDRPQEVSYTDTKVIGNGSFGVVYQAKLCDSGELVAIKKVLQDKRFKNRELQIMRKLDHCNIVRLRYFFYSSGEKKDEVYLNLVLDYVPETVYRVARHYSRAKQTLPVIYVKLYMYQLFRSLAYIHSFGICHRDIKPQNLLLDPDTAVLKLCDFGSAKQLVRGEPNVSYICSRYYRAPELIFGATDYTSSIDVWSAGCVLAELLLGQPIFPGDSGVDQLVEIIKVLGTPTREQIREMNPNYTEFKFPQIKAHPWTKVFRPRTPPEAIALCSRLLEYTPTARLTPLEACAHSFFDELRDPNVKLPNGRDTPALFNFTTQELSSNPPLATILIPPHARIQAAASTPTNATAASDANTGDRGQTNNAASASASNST
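Assay system: GST-tagged human GSK3beta kinase, cell-free; Input: 1.6 ng GSK3beta; Medium: Tris/MgCl2 kinase buffer; Timing: 60 min enzyme reaction, room temperature; Signal: ADP-Glo luminescence quantifying ADP generated by kinase; Evaluation: score relative to plate controls; Benchmarks: DMSO neutral wells and GW8510 at 20 µM as positive.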
HSF1 inh – HSF1 inhibitors in luciferase reporter cells, primary screen, cell-based, NIH3T3, luminescence. 0.77% of 300,000 active. AID 2098, 2009. NIH3T3-HGL HSE-luciferase, MG132-induced, luminescence 8 h; active compounds read low. activity change, negative = inhibition, % at 7.5 µM (by protocol);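 active = more than half of replicate wells show activity change below -50%, luminescence cut by over half; inconclusive = some wells, but at most half, below -50%; inactive = no replicate well below -50%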;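 also: luciferase reports HSF-1 transcriptional activity via heat shock element; 0% = median of DMSO wells and -100% = zero luminescence signal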
PolyA inhibitor – polyadenylation inhibitors in yeast reporter cells, primary screen, luminescence, S. cerevisiae. S. cerevisiae SKY197-pL101 polyadenylation reporter, beta-gal luminescence; efflux-impaired pdr1/pdr3 knockout yeast; score 100 = 6 SD above DMSO. calls only at 12 µM. 0.02% of 300,000 active;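 active = lowest replicate activity score at least 50, where 100 means six control SD above control mean; inconclusive = lowest score under 50 but half or more replicates reach 50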;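 also: yeast exposed to compound for 9 h at 30 °C; higher score means more reporter readthrough which indicates perturbed polyadenylation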
IEC-6 tox – cytotoxicity in IEC-6 intestinal epithelial cells, primary screen, cytotoxicity control for KLF5 inhibitor project, cell-based, luminescence; 0.78% of 290,000 active; inhibition, % at 5 µM; IEC-6 cytotoxicity, luminescence viability; in the data active = inhibition above about 22%;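 also: 0% = plate median of test compound wells and 100% = cytotoxic reference compound wells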
AI-2 QS mod – Vibrio harveyi AI-2 quorum sensing modulators, primary screen, JMH597 strain, luminescence/OD600 ratio | Vibrio harveyi JMH597 AI-2 luminescence/OD600 ratio, 9 h; active compounds read low; strain lacks LuxN and CqsS sensors; 0 = neutral-control median | activity change, % at 7.5 µM | 0.4% of 300,000 active; in the data active = activity change below about -75%, passing the limit was not always enough; inconclusive = no clear call, values can overlap the other calls;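 also: luminescence divided by OD600 gain over 9 h not by final OD600 alone; inactives centre near 13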
aSyn 5UTR inh – MLPCN primary screen, SNCA 5' untranslated region. AID 1813, 2009. 0.82% of 300,000 active. inhibition, % (tested at 7.5 µM). alpha-synuclein 5'UTR reporter, inhibitor activity; in the data active = inhibition above about 60%; inconclusive = no clear call, values can overlap the other calls;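 also: H4 neuroglioblastoma cells stably carrying SNCA 5'UTR luciferase fusion; 0% = DMSO wells and 100% = positive control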
* hit, by the source's call; i = inactive; ? = inconclusive; . = not tested or not shown. An excerpt; count on the stated rates, not on these rows.

SMILES	GSK3 alpha inh	HSF-1 act	HSP90 inh	KLF5 inhibitor	GSK3beta inhib	HSF1 inh	PolyA inhibitor	IEC-6 tox	AI-2 QS mod	aSyn 5UTR inh
COc1ccccc1-c1c(C)nn2c(N)c(-c3ccc(Cl)cc3)cnc12	1	-31	0	-29	3	-18	i	9	22	-10
CC(=O)OCC(=O)Nc1ccc(C(C)=O)cc1	1	-1	2	12	5	0	i	-6	8	3
Cc1ccc(-c2cn3cccnc3n2)cc1	3	19	2	-88	0	9	i	4	17	-119
Cc1ccccc1NC1=NS(=O)(=O)c2ccccc21	-3	1	0	-23	-1	-1	i	-3	28	-14
CCC(C)[C@H](NC(=O)C1CC(=O)N(c2ccc3c(c2)OCO3)C1)C(=O)NC1CCCCC1 (stereo partly specified)	0	3	-3	-12	-1	0	i	2	32	20
CCOC(=O)C1CCN(C(=O)c2ccc(Br)o2)CC1	-1	-5	-1	-12	2	-4	i	0	14	6
O=C(COc1nncc2ccccc12)NCCC1=CCCCC1	-2	-5	4	-8	-1	-4	i	2	-77*	16
Cc1cc(OC(=O)c2cccc(C(F)(F)F)c2)c([N+](=O)[O-])c(=O)[nH]1	-1	3	-1	-19	0	0	i	-8	29	11
Cc1cccc(OCc2nnc(SCC(=O)N3CCN(c4ccccc4)CC3)o2)c1C	0	-2	4	2	7	11	i	8	5	11
O=c1cc2oc3cc(O)c(O)cc3c(-c3ccccc3[N+](=O)[O-])c-2cc1O	3	-18	8	-4	1	-10	i	12	6	71*
Clc1ccc(CSc2nncn2-c2ccc3c(c2)OCCO3)cc1	0	-2	4	2	-5	6	i	32*	11	66*
CCOc1ccccc1C(=O)OCC(=O)Nc1ncc(C(F)(F)F)cc1Cl	-1	-14	1	-15	0	-3	i	2	?	-19
COc1ccc(/C=C/C2=NN(Cc3ccccc3)C(=O)CC2)cc1	-2	15	-2	-20	-1	6	i	8	5	0
O=C(NC(=S)Nc1ccccc1N1CCOCC1)c1ccc(-c2cccc(Cl)c2)o1	5	14	-1	-5	1	-1	i	-3	7	10
N#C/C(=C/c1ccc(N2CCCCC2)o1)C(=O)Nc1ccc2ccccc2c1	.	19	1	-18	2	19	i	-2	5	-110
CC(C)(C)c1ccc(S(=O)(=O)N2CCCCC2C(=O)NCc2ccccn2)cc1 (stereo unspecified)	-2	0	.	.	4	2	i	.	56	9
CCOC(=O)c1c(NC(=O)C2c3ccccc3Oc3ccccc32)sc(C(C)=O)c1C	2	10	-1	24	1	4	i	0	17	32
COc1cccc(CN2CC(C(=O)NCCN3CCOC3=O)CCC2=O)c1 (stereo unspecified)	-1	4	-3	-31	2	-2	i	2	-6	-7
O=S(=O)(c1ccc(OC(F)(F)F)cc1)N1CCCC(c2ccccc2)C1 (stereo unspecified)	0	-12	3	-54	2	-2	i	-2	12	7
CCN(CC)CCCNC(=O)c1cc2c(=O)n(C)c3ccccc3c2n1C	-2	2	0	-30	0	6	.	9	4	1
O=C(CCN1C(=O)/C(=C/c2ccc(F)cc2)SC1=S)NNC(=O)c1ccncc1	2	8	1	-14	0	-6	i	0	46	-16
CC(C)CCn1c(CN2CC(C)OC(C)C2)nc2c1c(=O)n(C)c(=O)n2C (stereo unspecified)	-7	-11	-3	-12	2	-2	i	4	15	16
Cc1ccc(C)c(CN2C(=O)CSc3ccc(C(=O)NCCN4CCOCC4)cc32)c1	-1	45	7	-10	0	8	i	-1	-3	13
Cc1cc(NC(=O)C2CCCCC2)nc2c1c(=O)oc1ccccc12	-2	-5	-1	-16	3	-5	i	6	0	-16
COc1cccc2[nH]c3c(N4CCC(C(N)=O)CC4)ncnc3c12	-1	5	-4	-1	-1	-5	i	-5	16	-16

Taken from above.
Under GSK3beta inhib, CC(C)(C)c1ccc(S(=O)(=O)N2CCCCC2C(=O)NCc2ccccn2)cc1 (stereo unspecified) shows 4
Under HSF1 inh, CC(C)CCn1c(CN2CC(C)OC(C)C2)nc2c1c(=O)n(C)c(=O)n2C (stereo unspecified) shows -2

Back to the main list; the 4 compounds before the break are reprinted first.
SMILES	GSK3 alpha inh	HSF-1 act	HSP90 inh	KLF5 inhibitor	GSK3beta inhib	HSF1 inh	PolyA inhibitor	IEC-6 tox	AI-2 QS mod	aSyn 5UTR inh
CC(C)CCn1c(CN2CC(C)OC(C)C2)nc2c1c(=O)n(C)c(=O)n2C (stereo unspecified)	-7	-11	-3	-12	2	-2	i	4	15	16
Cc1ccc(C)c(CN2C(=O)CSc3ccc(C(=O)NCCN4CCOCC4)cc32)c1	-1	45	7	-10	0	8	i	-1	-3	13
Cc1cc(NC(=O)C2CCCCC2)nc2c1c(=O)oc1ccccc12	-2	-5	-1	-16	3	-5	i	6	0	-16
COc1cccc2[nH]c3c(N4CCC(C(N)=O)CC4)ncnc3c12	-1	5	-4	-1	-1	-5	i	-5	16	-16
Cc1ccccc1-n1nc2c(c1NC(=O)c1c(-c3ccccc3Cl)noc1C)CSC2	-1	.	0	-11	.	.	.	-3	.	.
Cc1cccc(N2C(=O)c3ccc(Br)cc3C2=O)n1	-1	-9	-1	-16	-2	-9	i	-1	14	-6
Cc1ccc(CN2CCSc3ccc(C(=O)NCCCN4CCOCC4)cc32)cc1	1	-8	-2	-55	-7	6	i	-1	-5	21
COc1ccc(Cc2nc3ccc(C(=O)N4C[C@@H](C)O[C@@H](C)C4)cc3o2)cc1OC	-1	12	1	-64	4	8	i	-1	7	-60
CC(C)OC(=O)CCC(=O)Nc1ccc(F)cc1	0	-3	-2	-48	1	-15	i	0	25	-15
O=C(Cc1ccc([N+](=O)[O-])cc1)Nc1ccc(C(=O)N2CCOCC2)cc1	0	10	-3	-51	4	1	i	-3	31	1
Cc1ccc(-n2nc3c(N4CCC(C(=O)NCc5ccccc5C)CC4)nnc(C)c3c2C)cc1	1	29	2	-11	3	5	i	10	15	45
O=C(NC(=S)Nc1ccc2c(c1)OCO2)c1ccccc1	.	57*	-1	-136	0	26	i	-2	7	-199
CCOC(=O)CSc1nnc(-c2ccccc2)o1	-1	-3	3	-19	1	0	i	2	24	5
Oc1c(Br)cc(Br)cc1/C=N/n1c(-c2ccccc2)n[nH]c1=S	1	27	-7	-38	3	0	i	0	72	11
CC(OC(=O)c1ccc([N+](=O)[O-])s1)C(=O)Nc1ncc(Cl)cc1Cl (stereo unspecified)	-2	37	-2	4	-8	15	i	6	20	-15
CSc1ccc(C(=O)/C=C/c2ccc(N)cc2)cc1	2	-7	2	-127	1	9	i	2	8	-204
O=C(Nc1ccc(F)cc1)c1nc[nH]c1C(=O)Nc1ccc([N+](=O)[O-])cc1	-1	4	-1	-9	-1	-12	.	1	45	-16
O=C(O)CCc1ccc(-c2cccs2)n1CC1CCCO1 (stereo unspecified)	-1	12	-3	-24	0	-3	i	-8	21	30
CCOc1ccc(N(CC)C(=O)CCS(=O)(=O)c2cccc3nonc23)cc1	0	3	0	-30	-2	-4	i	2	26	-23
COc1ccc2oc(=O)c(/C(C)=N/Nc3nc(-c4cc(C)ccc4C)cs3)cc2c1	0	-14	-2	-18	2	-4	i	-2	17	26
CC12CC3(C)CC(C)(C1)CC(C(=O)NC(=S)N1CCOCC1)(C2)C3	-3	10	3	-13	-3	1	i	5	12	17
CC(=O)N1CCc2cc(N=NC3=C(O)CCCC3=O)ccc21	-2	26	-7	-38	2	12	i	-6	26	-100
CCOC(=O)CSc1nc(C2CC2)nc2ccccc12	1	12	0	-38	1	-7	i	-1	5	14
COc1ccccc1Oc1ccc(N/C=C2/CCCC2=O)cc1	0	-2	-6	-21	-1	-5	i	-9	22	27
O=C(/C=C/c1ccccc1Cl)NCCc1ccc(F)cc1	-1	33	-5	-32	0	11	i	-3	-2	-52
Cc1ccc(O)c(N=Cc2cccs2)c1	-2	16	-6	-22	0	-1	i	-4	13	-39
O=S(=O)(Nc1ccc(-c2cn3ccsc3n2)cc1)c1ccc2c(c1)OCCO2	-3	43	2	-29	1	23	i	-1	21	-67
COc1ccc(C(=O)COc2ccc3c(C)cc(=O)oc3c2)cc1	-1	-2	0	-31	1	2	i	-3	21	-38
CCOC(=O)c1ccccc1NC1OC(=O)c2ccccc21 (stereo unspecified)	-23	-1	1	-35	-1	-2	i	6	54	17
Cc1ccc(NC(=O)COc2ccccc2CNC(C)(C)CC(C)(C)C)cc1	4	12	3	-54	-9	12	i	-2	4	-4
O=C(CNC(=O)C12CC3CC(CC(C3)C1)C2)OCc1cc(=O)n2cc(Br)ccc2n1	-1	-8	-1	-35	2	-2	i	1	32	-17
O=C(CCc1nc2ccccc2c(=O)[nH]1)Nc1ccc(N2CCCCC2)cc1	-4	10	-2	-7	7	3	i	-7	7	-10
COC(=O)c1ccc(COC(=O)c2ccc(-n3cnnn3)cc2)o1	4	.	0	-2	-2	.	.	-4	20	11
CCN1C(=O)c2ccccc2S(=O)(=O)c2ccc(C(=O)NC(C)C)cc21	-1	-4	0	-34	2	-8	i	-2	14	2

An excerpt from above in order of the HSF-1 act value, lowest first:
Molecule,HSF-1 act
Cc1cccc(N2C(=O)c3ccc(Br)cc3C2=O)n1,-9
CSc1ccc(C(=O)/C=C/c2ccc(N)cc2)cc1,-7
COc1ccc(Cc2nc3ccc(C(=O)N4C[C@@H](C)O[C@@H](C)C4)cc3o2)cc1OC,12
O=C(NC(=S)Nc1ccc2c(c1)OCO2)c1ccccc1,57*

From PubChem
